Bioassay records deposited in PubChem BioAssay by Broad Institute.
NSD2 block: inhibitors of human NSD2 methyltransferase; O96028; NSD2-SET H3K36me1 DELFIA fluorescence, biochemical; inhibition, % at 12.5 µM; actives 0.07% (n = 44,000); AID 624260; in the data active = inhibition above about 54%, passing the limit was not always enough;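 also: inhibitors reduce the monomethyl H3K36 fluorescence signal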
Target sequence (O96028 whole entry, looked up): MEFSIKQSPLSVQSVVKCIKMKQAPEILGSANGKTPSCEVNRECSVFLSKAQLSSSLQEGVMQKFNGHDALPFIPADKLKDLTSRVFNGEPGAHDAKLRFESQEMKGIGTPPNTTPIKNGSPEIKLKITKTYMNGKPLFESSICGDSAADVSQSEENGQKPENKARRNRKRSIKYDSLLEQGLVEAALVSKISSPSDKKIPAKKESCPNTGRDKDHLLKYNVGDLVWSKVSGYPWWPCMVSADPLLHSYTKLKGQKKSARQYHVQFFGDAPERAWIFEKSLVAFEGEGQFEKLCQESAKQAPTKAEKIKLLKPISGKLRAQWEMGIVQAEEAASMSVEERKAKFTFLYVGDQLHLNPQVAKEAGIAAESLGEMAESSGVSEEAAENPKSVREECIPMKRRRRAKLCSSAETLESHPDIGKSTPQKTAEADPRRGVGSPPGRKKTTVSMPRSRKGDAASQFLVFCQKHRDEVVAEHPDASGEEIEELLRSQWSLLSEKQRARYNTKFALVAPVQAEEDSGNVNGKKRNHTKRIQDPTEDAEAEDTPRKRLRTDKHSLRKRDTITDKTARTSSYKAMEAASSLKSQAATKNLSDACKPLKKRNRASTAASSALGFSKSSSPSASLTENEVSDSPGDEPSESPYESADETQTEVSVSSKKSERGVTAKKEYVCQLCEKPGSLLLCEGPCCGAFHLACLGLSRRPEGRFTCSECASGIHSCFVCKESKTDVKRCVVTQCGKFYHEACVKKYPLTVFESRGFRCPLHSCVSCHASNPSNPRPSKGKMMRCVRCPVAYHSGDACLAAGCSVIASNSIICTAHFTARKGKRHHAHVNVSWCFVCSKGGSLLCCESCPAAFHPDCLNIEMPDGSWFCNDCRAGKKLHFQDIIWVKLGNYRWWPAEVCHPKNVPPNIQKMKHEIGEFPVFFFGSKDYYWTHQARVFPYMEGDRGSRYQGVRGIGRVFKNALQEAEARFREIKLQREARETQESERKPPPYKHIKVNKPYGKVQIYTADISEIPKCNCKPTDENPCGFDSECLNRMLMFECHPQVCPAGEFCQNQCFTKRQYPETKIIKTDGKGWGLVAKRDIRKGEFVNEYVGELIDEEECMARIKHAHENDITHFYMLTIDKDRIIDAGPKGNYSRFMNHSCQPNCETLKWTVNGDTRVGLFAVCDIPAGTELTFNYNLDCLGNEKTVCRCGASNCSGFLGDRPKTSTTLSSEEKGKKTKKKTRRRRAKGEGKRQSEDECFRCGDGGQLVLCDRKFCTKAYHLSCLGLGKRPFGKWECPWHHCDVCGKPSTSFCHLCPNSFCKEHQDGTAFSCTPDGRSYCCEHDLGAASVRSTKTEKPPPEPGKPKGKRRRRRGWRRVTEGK
* = called active by the depositor. An excerpt; the hit share may differ from the screen's.

SMILES | NSD2 block
Cc1ccccc1-c1cnc2c(c1)C(=O)N([C@H](C)CO)C[C@H](C)[C@H](CN(C)C(=O)c1cccnc1)O2 | 7
CCCN(C)C[C@H]1Oc2ncc(-c3ccccc3F)cc2C(=O)N([C@H](C)CO)C[C@@H]1C | -3
COc1cccc(NC(=O)N(C)C[C@@H]2Oc3ncc(C#Cc4ccc(F)cc4)cc3C(=O)N([C@H](C)CO)C[C@H]2C)c1 | -4
CCCN(C)C[C@H]1Oc2ncc(Br)cc2C(=O)N([C@H](C)CO)C[C@@H]1C | 2
C[C@@H]1CN([C@H](C)CO)C(=O)c2cc(NC(=O)Cc3ccccc3)ccc2O[C@H]1CN(C)C(=O)Nc1ccccc1 | 41
C[C@H](CO)N1C[C@H](C)[C@H](CN(C)S(=O)(=O)c2ccc(F)cc2)Oc2ccc(NC(=O)Nc3ccc(C(F)(F)F)cc3)cc2CC1=O | -3
CC(C)NC(=O)N(C)C[C@H]1OCCCC[C@H](C)Oc2ccc(NC(=O)CCC(F)(F)F)cc2C(=O)N([C@@H](C)CO)C[C@H]1C | 2
C[C@@H]1CN([C@H](C)CO)C(=O)Cc2cc(NC(=O)CCC(F)(F)F)ccc2O[C@H]1CN(C)C(=O)Nc1ccc(C(F)(F)F)cc1 | 3
C[C@H](CO)N1C[C@H](C)[C@@H](CN(C)C(=O)CCC(F)(F)F)OCc2cn(nn2)CCCC1=O | -3
Cc1ccc(-c2cnc3c(c2)C(=O)N([C@@H](C)CO)C[C@@H](C)[C@H](CN(C)C(=O)Cc2ccccc2)O3)cc1 | -1
C[C@@H]1CCCCO[C@H](CN(C)C(=O)c2ccccc2)[C@@H](C)CN([C@@H](C)CO)C(=O)c2cc(NC(=O)NC3CCCCC3)ccc2O1 | -4
C[C@H]1CN([C@@H](C)CO)C(=O)Cc2cc(NC(=O)Nc3ccccc3)ccc2O[C@H]1CN(C)CC1CCCCC1 | -10
Cc1noc(C)c1NC(=O)N(C)C[C@H]1OCc2ccccc2-c2ccccc2C(=O)N([C@H](C)CO)C[C@@H]1C | 2
CC(=O)N(C)C[C@H]1Oc2ncc(-c3cncnc3)cc2C(=O)N([C@@H](C)CO)C[C@H]1C | -1
COC(=O)CNC(=O)c1cn(-c2ccccc2)nc1-c1cccs1 | -5
O[C@]12CO[C@H](c3ccc4c(c3)OCO4)[C@H]1CO[C@@H]2c1ccc2c(c1)OCO2 | -4
C[C@H](CO)N1C[C@H](C)[C@H](CN(C)Cc2cccc(F)c2)OCc2ccccc2-c2ccccc2C1=O | 1
CC(C)NC(=O)N(C)C[C@H]1Oc2ccc(NC(=O)Nc3ccccc3)cc2CC(=O)N([C@@H](C)CO)C[C@@H]1C | -2
O=C(C[C@@H]1C[C@H]2c3cc(NC(=O)Nc4ccccc4)ccc3O[C@H]2[C@H](CO)O1)NC1CCCC1 | 9
CC(C)NC(=O)Nc1ccc2c(c1)CC(=O)N([C@H](C)CO)C[C@H](C)[C@@H](CN(C)Cc1ccccc1)O2 | -5
C[C@@H]1CC[C@]2(C(=O)O)CC[C@]3(C)C(=CCC4[C@@]5(C)CC[C@H](O)C(C)(C)C5CC[C@]43C)C2[C@H]1C (some centres not stated) | 0
CC(C)N1C(=O)[C@@]2(Cc3ccccc31)c1ccccc1C(=O)N(C1CCCCC1)[C@H]2c1ccc(CO)cc1 | 39
Cc1noc(C)c1NC(=O)Nc1ccc2c(c1)CC(=O)N([C@@H](C)CO)C[C@H](C)[C@@H](CN(C)S(=O)(=O)c1cccs1)O2 | 3
CCOc1ccc(OCCSc2nc(C)cc(=O)[nH]2)cc1 | 0
Cc1noc(C)c1S(=O)(=O)Nc1ccc2c(c1)C(=O)N([C@@H](C)CO)C[C@H](C)[C@H](CN(C)Cc1ccncc1)OCCCC[C@H](C)O2 | 0
COc1ccc(CN2C(C)Cc3cc(OC)c(OC)cc3C2C)cc1 (configuration not stated) | 2
COc1ccccc1-c1cnc2c(c1)C(=O)N([C@@H](C)CO)C[C@H](C)[C@H](CN(C)Cc1ccncc1)O2 | 13
C[C@@H]1CN([C@H](C)CO)S(=O)(=O)c2ccc(-c3ccc(C(=O)N(C)C)cc3)cc2O[C@@H]1CN(C)Cc1ccc2c(c1)OCO2 | -1
C[C@@H]1CN([C@@H](C)CO)C(=O)c2cc(NS(C)(=O)=O)ccc2O[C@H]1CN(C)Cc1ccc(C(=O)Nc2ccccc2N)cc1 | -2
CCC1(C)C(=O)C=C2C(=COC(C)=C2C)C1O (configuration not stated) | -4
C[C@H]1CCCCO[C@@H](CN(C)C(=O)Nc2ccc(C(F)(F)F)cc2)[C@@H](C)CN([C@@H](C)CO)C(=O)c2cc(NC(=O)Nc3ccc(F)cc3)ccc2O1 | -2
C[C@@H]1CN([C@H](C)CO)C(=O)Cc2cc(NC(=O)Cc3ccccc3)ccc2O[C@@H]1CN(C)C | -51
C/C=C/c1ccc2c(c1)O[C@H](CN(C)C(=O)c1ccccc1)[C@@H](C)CN([C@@H](C)CO)S2(=O)=O | 8
COCC#Cc1ccc2c(c1)O[C@H](CN(C)C(=O)C1CCC1)[C@@H](C)CN([C@@H](C)CO)S2(=O)=O | -2
CC(C)NC(=O)N(C)C[C@@H]1Oc2ccc(NS(C)(=O)=O)cc2CC(=O)N([C@H](C)CO)C[C@H]1C | 14
C/C=C/c1cnc2c(c1)C(=O)N([C@H](C)CO)C[C@H](C)[C@H](CN(C)S(=O)(=O)c1ccc(OC)cc1)O2 | -1
C[C@@H]1CCCCO[C@@H](CN(C)S(=O)(=O)c2cccs2)[C@@H](C)CN([C@@H](C)CO)C(=O)c2cc(NS(C)(=O)=O)ccc2O1 | 1
CC(C)NC(=O)N(C)C[C@H]1Oc2ccc(NC(=O)CCN3CCOCC3)cc2CC(=O)N([C@H](C)CO)C[C@@H]1C | 2
C[C@@H]1CN([C@@H](C)CO)C(=O)c2cc(C#CC3CCCCC3)cnc2O[C@@H]1CN(C)Cc1cccnc1 | -1
COCC#Cc1ccc2c(c1)O[C@H](CN(C)C(=O)c1ccccc1F)[C@H](C)CN([C@H](C)CO)S2(=O)=O | 4
C[N+]1(C)C2CC(OC(=O)[C@@H](CO)c3ccccc3)CC1C1OC12 (some centres not stated) | 3
Cc1noc(C)c1NC(=O)N(C)C[C@@H]1OCCCC[C@H](C)Oc2ccc(NC(=O)c3ccncc3)cc2C(=O)N([C@@H](C)CO)C[C@@H]1C | -5
COc1ccc(S(=O)(=O)N(C)C[C@@H]2Oc3ccc(NC(=O)CCC(F)(F)F)cc3C(=O)N([C@H](C)CO)C[C@H]2C)cc1 | 11
C[C@H](CO)N1C[C@H](C)[C@H](CN(C)C(=O)Nc2ccc(F)cc2)Oc2c(NC(=O)c3cnccn3)cccc2C1=O | -1
Cc1ccc(S(=O)(=O)N(C)C[C@@H]2Oc3cc(C4=CCCC4)ccc3S(=O)(=O)N([C@@H](C)CO)C[C@H]2C)cc1 | -2
CNC[C@@H]1OCCCC[C@@H](C)Oc2ccc(NC(=O)Nc3cccc4ccccc34)cc2C(=O)N([C@H](C)CO)C[C@@H]1C | -1
C[C@H](CO)N1C[C@H](C)[C@@H](CN(C)Cc2ccccn2)Oc2ncc(C#Cc3ccc(F)cc3)cc2C1=O | 16
COc1ccc(S(=O)(=O)Nc2cccc3c2O[C@H](CN(C)S(=O)(=O)c2ccccc2)[C@@H](C)CN([C@@H](C)CO)C3=O)cc1 | -2
C[C@H]1CCCCO[C@@H](CN(C)C(=O)Nc2ccccc2)[C@@H](C)CN([C@@H](C)CO)C(=O)c2cc(NS(=O)(=O)c3ccc(Cl)cc3)ccc2O1 | 6
COc1ccc(S(=O)(=O)N(C)C[C@H]2Oc3ccc(NC(=O)Nc4ccc(C(F)(F)F)cc4)cc3CC(=O)N([C@@H](C)CO)C[C@H]2C)cc1 | -2
Cc1noc(C)c1S(=O)(=O)Nc1ccc2c(c1)CC(=O)N([C@@H](C)CO)C[C@H](C)[C@@H](CN(C)S(C)(=O)=O)O2 | 2
C[C@H](CO)N1C[C@H](C)[C@@H](CN(C)Cc2ccc3c(c2)OCO3)Oc2ccc(NC(=O)Nc3ccc4c(c3)OCO4)cc2CC1=O | 3
N#CCCN1CCN(Cc2cc(-c3ccccc3)ccc2O)CC1 | 4
CCCC#Cc1ccc2c(c1)O[C@@H](CN(C)C(=O)c1ccccn1)[C@@H](C)CN([C@@H](C)CO)S2(=O)=O | 2
C/C=C/c1ccc2c(c1)O[C@@H](CN(C)C(=O)Cc1ccccc1)[C@H](C)CN([C@@H](C)CO)S2(=O)=O | 6
C[C@@H]1CN([C@H](C)CO)C(=O)Cc2cc(NC(=O)CCN3CCOCC3)ccc2O[C@H]1CN(C)S(=O)(=O)c1ccccc1 | -3
Cc1ccc(S(=O)(=O)N(C)C[C@@H]2OCCCC[C@H](C)Oc3ccc(NC(=O)Nc4ccc(C(F)(F)F)cc4)cc3C(=O)N([C@H](C)CO)C[C@@H]2C)cc1 | -2
COc1ccc(NC(=O)Nc2ccc3c(c2)C(=O)N([C@H](C)CO)C[C@H](C)[C@H](CN(C)Cc2ccccc2)O3)cc1 | -1
CNC[C@@H]1Oc2ccc(NC(=O)NC3CCCCC3)cc2C(=O)N([C@@H](C)CO)C[C@H]1C | 4
CC(C)CC#Cc1ccc2c(c1)O[C@@H](CN(C)C(=O)CC1CC1)[C@@H](C)CN([C@@H](C)CO)S2(=O)=O | -6
Later entries
SMILES | NSD2 block
C[C@H](CO)N1C[C@H](C)[C@@H](CN(C)Cc2ccccc2)Oc2cc(-c3ccccc3)ccc2S1(=O)=O | 44
C[C@@H]1CN([C@H](C)CO)C(=O)c2cc(NC(=O)c3ccncc3)ccc2O[C@@H](C)CCCCO[C@H]1CN(C)Cc1ccccc1 | 3
COc1ccc(CN(C)C[C@H]2OCCCC[C@@H](C)Oc3ccc(NC(=O)c4ccncc4)cc3C(=O)N([C@@H](C)CO)C[C@H]2C)cc1 | 4
C[C@H](CO)N1C[C@H](C)[C@H](CN(C)Cc2ccc(Cl)c(Cl)c2)Oc2c(NC(=O)Nc3ccccc3)cccc2C1=O | -2
C[C@@H]1CN([C@H](C)CO)C(=O)c2cc(NC(=O)Cn3cnnn3)ccc2O[C@H]1CN(C)Cc1ccc(C(=O)Nc2ccccc2N)cc1 | 2
Cc1noc(C)c1S(=O)(=O)Nc1ccc2c(c1)C(=O)N([C@@H](C)CO)C[C@H](C)[C@H](CN(C)CC1CCCCC1)OCCCC[C@@H](C)O2 | 2
C[C@@H]1CCCCO[C@@H](CN(C)C(=O)Cc2ccccc2)[C@@H](C)CN([C@H](C)CO)C(=O)c2cc(NS(C)(=O)=O)ccc2O1 | -2
COCCOC(=O)N1C(=O)[C@@]2(c3ccccc31)[C@H](C(=O)NC[C@H](O)c1ccccc1)[C@H]1C(=O)O[C@H](c3ccccc3)[C@H](c3ccccc3)N1[C@@H]2c1ccc(O)cc1 | -5
C[C@@H]1CN([C@H](C)CO)S(=O)(=O)c2ccc(-c3ccncc3)cc2O[C@@H]1CN(C)C | -2
COc1ccccc1C#Cc1cnc2c(c1)C(=O)N([C@H](C)CO)C[C@H](C)[C@@H](CN(C)C(C)=O)O2 | 3
CNC[C@H]1Oc2c(NC(=O)Nc3c(C)noc3C)cccc2C(=O)N([C@H](C)CO)C[C@H]1C | 4
C[C@H](NC(=O)N(C)C[C@H]1OCc2ccccc2-c2ccccc2C(=O)N([C@H](C)CO)C[C@H]1C)c1ccccc1 | 3
C/C=C/c1ccc2c(c1)O[C@@H](CN(C)C(=O)c1ccccc1)[C@@H](C)CN([C@H](C)CO)S2(=O)=O | -1
C[C@@H]1CN([C@H](C)CO)C(=O)c2cc(-c3cccc(C#N)c3)cnc2O[C@@H]1CN(C)Cc1cncnc1 | 12
COc1ccc(C#Cc2cnc3c(c2)C(=O)N([C@H](C)CO)C[C@H](C)[C@H](CN(C)C(=O)c2ccccc2F)O3)cc1 | -8

Some of the entries so far, with each value named:
C[C@H](NC(=O)N(C)C[C@H]1OCc2ccccc2-c2ccccc2C(=O)N([C@H](C)CO)C[C@H]1C)c1ccccc1
- NSD2 block: 3

C/C=C/c1ccc2c(c1)O[C@@H](CN(C)C(=O)c1ccccc1)[C@@H](C)CN([C@H](C)CO)S2(=O)=O
- NSD2 block: -1

C[C@@H]1CN([C@H](C)CO)C(=O)c2cc(-c3cccc(C#N)c3)cnc2O[C@@H]1CN(C)Cc1cncnc1
- NSD2 block: 12

COc1ccc(C#Cc2cnc3c(c2)C(=O)N([C@H](C)CO)C[C@H](C)[C@H](CN(C)C(=O)c2ccccc2F)O3)cc1
- NSD2 block: -8

Going on with the list:
SMILES | NSD2 block
CCc1cccc(-n2c(-c3ccco3)nc3c(cnn3-c3ccccc3Cl)c2=O)c1 | 0
COc1ccc(CN(C)C[C@@H]2Oc3c(NS(=O)(=O)c4ccc(F)cc4)cccc3C(=O)N([C@H](C)CO)C[C@@H]2C)cc1 | 5
CCCC#Cc1cnc2c(c1)C(=O)N([C@@H](C)CO)C[C@@H](C)[C@@H](CN(C)CCC)O2 | -2
CS(=O)(=O)Nc1ccc2c(c1)[C@@H]1C[C@@H](CC(=O)NCc3ccc(-c4ccccc4)cc3)O[C@@H](CO)[C@@H]1O2 | -5

Reprinted from above for reference:
SMILES | NSD2 block
CCCC#Cc1cnc2c(c1)C(=O)N([C@@H](C)CO)C[C@@H](C)[C@@H](CN(C)CCC)O2 | -2
CS(=O)(=O)Nc1ccc2c(c1)[C@@H]1C[C@@H](CC(=O)NCc3ccc(-c4ccccc4)cc3)O[C@@H](CO)[C@@H]1O2 | -5
